From PubChem BioAssay
NSD2 HMT inh: blocks human histone methyltransferase NSD2; O96028; NSD2 peptide methylation, AlphaScreen, 120 min; actives 0.54% (n = 310,000); inhibition, % at 12.5 µM; in the data active = inhibition above about 50%
V-ATPase pHluor: regulators of yeast V-ATPase proton transport; S. cerevisiae, pHLuorin cytosolic pH fluorescence; actives 0.37% (n = 350,000); response, % at 10 µM; in the data active = response mostly above about 7.3%, no sharp cut-off; inactive = mostly below about 5.4%; also: actives read high; inactives centre near 0; some compounds called inactive have numbers as strong as hits
CAL PDZ FP-1: inhibitors of human CAL PDZ peptide binding; Q9HD26; purified CAL PDZ, TMR-peptide fluorescence polarization, 1 h; inhibition, % at 24.9 µM; actives 0.92% (n = 300,000); AID 602252;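 active = mean inhibition of at least 30% with at least half of replicates also reaching 30%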;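 also: 0% = DMSO neutral control and 100% = excess unlabeled competitor peptide PRC23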
Arrestin-AP2 inh: blocks beta-arrestin peptide binding to AP2 adaptin. inhibition, % at 10 µM. actives 0.31% (n = 340,000). AID 504490. FITC-arrestin peptide / GST-AP2 beads, flow cytometry; AP2 beta2 appendage carries R879A mutation;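 active = inhibition above a set limit, near 3 SD of compounds lacking own fluorescence, cut at about 54% in these data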;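 also: plate controls were DMSO wells for no effect and 5 µM unlabelled arrestin peptide for full effect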
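System: GST-tagged AP2 beta2-adaptin appendage (R879A) on 4 µm glutathione beads / Reagent: FITC-arrestin peptide, 50 nM / Detection: HyperCyt-sampled flow cytometry, FL1 channel, ex 488/em 535 nm / Timing: 12 min plus 1 h, RT / Buffer or medium: PBS plus Tween 20 (0.05%) and BSA (0.1%)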
DAGLB inh: diacylglycerol lipase beta (human) inhibition. Q8NCG7. HEK293T DAGLB membrane lysate, EnzChek fluorogenic substrate. inhibition, % at 5.17 µM. actives 0.059% (n = 340,000). AID 504411; in the data active = inhibition above about 34%;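 also: 0% = enzyme with vehicle and 100% = wells lacking enzyme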
Target sequence (Q8NCG7 whole entry, looked up): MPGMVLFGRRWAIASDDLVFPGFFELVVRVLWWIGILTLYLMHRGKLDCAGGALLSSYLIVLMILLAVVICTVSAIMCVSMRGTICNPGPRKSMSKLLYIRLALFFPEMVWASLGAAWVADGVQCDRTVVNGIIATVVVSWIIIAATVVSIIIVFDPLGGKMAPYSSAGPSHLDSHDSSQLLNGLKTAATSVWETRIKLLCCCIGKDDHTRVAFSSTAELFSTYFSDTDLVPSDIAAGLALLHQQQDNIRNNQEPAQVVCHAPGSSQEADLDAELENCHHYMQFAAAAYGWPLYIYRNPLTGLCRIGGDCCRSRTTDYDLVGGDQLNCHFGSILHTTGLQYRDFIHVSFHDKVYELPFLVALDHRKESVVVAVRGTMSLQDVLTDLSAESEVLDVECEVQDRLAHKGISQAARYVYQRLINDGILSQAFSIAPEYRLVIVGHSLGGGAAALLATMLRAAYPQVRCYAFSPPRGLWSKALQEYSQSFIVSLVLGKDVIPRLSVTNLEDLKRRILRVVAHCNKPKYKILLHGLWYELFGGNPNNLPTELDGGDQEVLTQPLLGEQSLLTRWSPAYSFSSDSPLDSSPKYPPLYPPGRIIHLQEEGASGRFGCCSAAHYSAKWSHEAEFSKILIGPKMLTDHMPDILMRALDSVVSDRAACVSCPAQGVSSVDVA
Keap1 Nrf2 FP: Keap1-Nrf2 (human) interaction inhibition | inhibition, % at 9.4 µM | actives 0.15% (n = 340,000) | AID 504523 | Keap1 Kelch-Nrf2 peptide fluorescence polarization, 1536-well; in the data active = inhibition above about 12%;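 also: human Keap1 Kelch domain with fluorescein labeled Nrf2 9mer peptide probe; 0% = neutral control wells and 100% = peptide positive control; higher means more block of Keap1 binding to Nrf2 peptide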
RTF Ca sens inh: cardiac RTF calcium desensitization | P19429+P45379 | IANBD-labeled cardiac RTF, Ca2+ fluorescence | inhibition, % at 7.15 µM | actives 0.12% (n = 340,000) | AID 493244;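 active = inhibition above the mean inhibition of all tested compounds plus 3 SD, cut at about 17% in these data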;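 also: assay run at fixed EC70 calcium of 1.6 mM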
LANA DNA inh: inhibitors of KSHV LANA C-terminal domain DNA binding. actives 0.078% (n = 340,000). AID 504423. MBP-C-LANA/FAM-LBS DNA binding, fluorescence polarization. inhibition, % at 9 µM;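 active = highest replicate inhibition at or above 60% at 9 µM, even if other replicates fall short; inactive = all replicates below 60% inhibition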;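 also: 0% = neutral control wells and 100% = 4 µM acridine orange control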
CAL PDZ FP-2: human CAL PDZ-peptide interaction inhibition; purified CAL PDZ, TMR-peptide fluorescence polarization, 1 h; inhibition, % at 20 µM; actives 0.02% (n = 330,000); AID 504414;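 active = highest replicate inhibition of at least 40%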;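 also: plate controls were DMSO neutral control wells for no effect and unlabeled competitor peptide control wells for full effect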
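Control set: unlabelled peptide and DMSO controls / Material: purified CerCALP PDZ construct / Timing: 1 h incubation at room temperature before polarization reading / Doses: 20 µM, one dose / Detection: fluorescence polarization (mP)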
DSG3 Ab inh: blocks pemphigus antibody binding to human desmoglein-3; actives 0.48% (n = 310,000); AID 588358; binding (percent of control), % at 10 µM; DSG3-coupled beads, scFv-anti-DSG3-GFP binding, flow cytometry; active compounds read low; P32926;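 active = binding more than 3 SD below its plate's average and above zero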;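 also: hits lower antibody fragment binding to DSG3; some compounds called inactive have numbers as strong as hits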
* hit, by the source's call; / = not tested or not shown; & = joins results of further samples.

Sample of the layout, 7 compounds:
SMILES	NSD2 HMT inh	V-ATPase pHluor	CAL PDZ FP-1	Arrestin-AP2 inh	DAGLB inh	Keap1 Nrf2 FP	RTF Ca sens inh	LANA DNA inh	CAL PDZ FP-2	DSG3 Ab inh
Cc1c(C)n(Cc2ccccc2)c2ccc(C(=O)OCCN(C)C)cc12	50.5*	-0.7	-4.8	0.3	2.4	-6.8	-7.5	-0.3	0.0	114.0
O=[N+]([O-])c1cncn1CCN1CCOCC1	-2.8	2.5	-0.4	8.9	-1.9	-4.9	2.8	-0.1	-0.7	94.1
O=C(c1ccccn1)N(Cc1cccs1)C1(C(=O)NC2CCCCC2)CCCCC1	1.9	2.7	4.9	34.6	5.0	-1.8	3.8	-0.3	-1.2	/
O=C1NC(=S)S/C1=C\C=C\c1ccc([N+](=O)[O-])o1	/	54.0*	-2.6	27.0	14.2	8.7	31.3*	48.1	-1.0	86.9
Cn1ccc2cc3c(cc21)CCN3C(=O)Nc1cccnc1	/	-4.8	-2.5	6.7	1.4	0.6	0.4	-1.2	1.1	82.5
Cc1nc2c3ccccc3nc(NNC(=O)CCC(=O)N3CCN(c4ccccc4F)CC3)n2n1	-4.5	2.2	/	5.8	0.9	0.0	-3.5	-0.6	-1.2	102.9
CCC(C(=O)Nc1ccccc1N1CCCC1)c1ccccc1 (stereo unspecified)	/	-2.8	0.4	19.9	-0.1	5.4	-1.8	2.8	-2.1	/

The whole of this part, from the start:
SMILES	NSD2 HMT inh	V-ATPase pHluor	CAL PDZ FP-1	Arrestin-AP2 inh	DAGLB inh	Keap1 Nrf2 FP	RTF Ca sens inh	LANA DNA inh	CAL PDZ FP-2	DSG3 Ab inh
Cc1c(C)n(Cc2ccccc2)c2ccc(C(=O)OCCN(C)C)cc12	50.5*	-0.7	-4.8	0.3	2.4	-6.8	-7.5	-0.3	0.0	114.0
O=[N+]([O-])c1cncn1CCN1CCOCC1	-2.8	2.5	-0.4	8.9	-1.9	-4.9	2.8	-0.1	-0.7	94.1
O=C(c1ccccn1)N(Cc1cccs1)C1(C(=O)NC2CCCCC2)CCCCC1	1.9	2.7	4.9	34.6	5.0	-1.8	3.8	-0.3	-1.2	/
O=C1NC(=S)S/C1=C\C=C\c1ccc([N+](=O)[O-])o1	/	54.0*	-2.6	27.0	14.2	8.7	31.3*	48.1	-1.0	86.9
Cn1ccc2cc3c(cc21)CCN3C(=O)Nc1cccnc1	/	-4.8	-2.5	6.7	1.4	0.6	0.4	-1.2	1.1	82.5
Cc1nc2c3ccccc3nc(NNC(=O)CCC(=O)N3CCN(c4ccccc4F)CC3)n2n1	-4.5	2.2	/	5.8	0.9	0.0	-3.5	-0.6	-1.2	102.9
CCC(C(=O)Nc1ccccc1N1CCCC1)c1ccccc1 (stereo unspecified)	/	-2.8	0.4	19.9	-0.1	5.4	-1.8	2.8	-2.1	/
CC1(C)O[C@@H]2C[C@H]3[C@@H]4C[C@H](F)C5=CC(=O)C=C[C@]5(C)[C@@]4(F)[C@@H](O)C[C@]3(C)[C@]2(C(=O)CO)O1	/	4.0	-1.4	3.4	1.4	-2.0	-12.8	0.0	0.7	101.6
CCCCN(CCCC)CCCOC(=O)c1ccc(N)cc1	/	-2.1	0.5	-1.6	1.7	-2.8	4.0	0.4	0.7	109.4
CC(Cc1cccc(C(F)(F)F)c1)NCCOC(=O)c1ccccc1 (stereo unspecified)	/	-0.1&0.2	-1.0&-0.5	3.0&4.7	-2.4&-5.5	-2.4&-6.0	5.3&5.9	1.1&-1.5	-0.5&1.1	100.6&123.6
C/C(=N\NC(=S)NCc1ccccc1)C1CCCCC1	0.7	-0.9	2.8	-2.2	-4.9	0.8	-13.2	-0.1	-0.9	112.2
CN(C)CC/C=C1/c2ccccc2COc2ccc(CC(=O)O)cc21	/	-4.3	1.3	0.0	-0.2	-2.8	-1.0	1.4	1.2	105.8
COc1cc(N)c(Cl)cc1C(=O)N[C@H]1CCN(CCCOc2ccc(F)cc2)C[C@H]1OC	/	3.4	1.3	1.0	1.1	-2.4	4.0	-0.6	-0.6	102.5
C[C@@H]1C[C@H]2[C@@H]3CCC4=CC(=O)C=C[C@]4(C)[C@@]3(Cl)[C@@H](O)C[C@]2(C)[C@@]1(OC(=O)c1ccco1)C(=O)CCl	/	-2.7	-1.1	2.5	1.3	-2.4	12.8	1.7	-0.2	103.8
COC(=O)N/N=C/c1c[n+]([O-])c2ccccc2[n+]1[O-]	/	-3.9	-2.8	5.6	1.9	6.1	1.4	1.2	-0.9	100.5
CCCC(=O)O[C@]1(C(=O)CCl)[C@@H](C)C[C@H]2[C@@H]3CCC4=CC(=O)C=C[C@]4(C)[C@@]3(F)C(=O)C[C@@]21C	/	-0.6	5.6	-0.3	-4.8	-2.5	5.6	-0.9	-1.0	/
Cc1cc(=O)oc2cc(O)ccc12	/	-1.1	-2.0	23.2	-1.4	1.4	9.1	1.0	0.1	100.4
CC(C)(C)NCC(O)COc1cccc2c1C[C@H](O)[C@H](O)C2 (stereo partly specified)	/	0.1	0.7	10.2	2.7	1.9	1.6	0.4	-0.7	/
O=C(NC1CCN(CCc2c[nH]c3ccccc23)CC1)c1ccccc1	2.9	1.4	-0.4	9.4	-0.9	-4.7	-6.4	0.9	-0.3	105.6
CN[C@@H]1[C@H](O)[C@H](NC)[C@H]2O[C@@]3(O)C(=O)C[C@@H](C)O[C@H]3O[C@@H]2[C@H]1O	-3.0	-0.7	-1.3	13.9	0.8	-5.8	-2.9	-0.7	0.3	102.5
CCCCOc1cc(C(=O)OCCN(CC)CC)ccc1N	/	2.1&2.7	-4.1&-4.7	-0.3&5.8	4.2&3.1	-6.8&-5.5	-3.7&-0.3	-0.4&1.0	0.1&1.4	106.1&104.0
O=C(O)Cc1cn(-c2ccccc2)nc1-c1ccc(Cl)cc1	0.3	-0.4	0.6	0.8	2.1	-4.7	-5.8	0.1	-2.9	106.8
CC(=O)OCC(=O)[C@@]1(O)CC[C@H]2[C@@H]3CCC4=CC(=O)C=C[C@]4(C)[C@@]3(F)[C@@H](O)C[C@@]21C	/	-1.3	-3.9	-0.1	0.4	-4.4	0.2	0.0	-0.9	106.8
O=C(Nc1cc(-c2ccccc2)nn1-c1ccccc1F)c1ccc([N+](=O)[O-])cc1	/	0.1	-3.3	34.8	-2.6	2.0	4.7	-1.5	0.6	101.0
CN(C)C/C=C(\c1ccc(Br)cc1)c1cccnc1	/	2.8	-0.6	15.7	1.7	-0.7	-17.0	-5.2	0.5	108.0
Next part.
SMILES	NSD2 HMT inh	V-ATPase pHluor	CAL PDZ FP-1	Arrestin-AP2 inh	DAGLB inh	Keap1 Nrf2 FP	RTF Ca sens inh	LANA DNA inh	CAL PDZ FP-2	DSG3 Ab inh
CCCOc1ccc(C(=O)OCCN(CC)CC)cc1N	/	4.9	-5.2	3.5	2.3	-7.4	14.7	1.6	1.0	/
CC[C@]12CCCN3CCc4c(n(c5ccccc45)[C@](O)(C(=O)OC)C1)[C@@H]32	/	-1.1	-0.2	-4.1	0.7	4.3	-7.0	-2.0	-0.7	106.7
C[C@H](CCC(=O)O)[C@H]1CC[C@H]2[C@@H]3[C@H](O)C[C@@H]4C[C@H](O)CC[C@]4(C)[C@H]3CC[C@]12C	/	-1.6	-4.8	-1.1	-1.0	7.2	3.4	-5.4	-1.1	107.2
N=c1nc(N2CCCCC2)cc(N)n1O	/	-0.5&3.3	-1.4&-0.8	3.5&24.9	2.5&1.6	-0.2&3.9	-12.7&-2.7	0.0&1.0	-0.2&-3.7	101.1&98.4
CCN(CCCCOC(=O)c1ccc(OC)c(OC)c1)C(C)Cc1ccc(OC)cc1 (stereo unspecified)	/	-1.8	-1.3	14.6	-1.4	-2.9	1.6	1.9	-1.3	99.1
COc1cc(C2Oc3cc(C4Oc5cc(O)cc(O)c5C(=O)C4O)ccc3OC2CO)ccc1O (stereo unspecified)	/	-2.9	8.3	-0.7	-0.6	-0.5	13.2	-3.6	-2.0	86.2
O=C(O)c1cc(=O)c2ccccc2o1	-0.9	-1.1	-1.9	-3.1	-3.4	-5.7	-9.1	-0.1	-2.5	/
CN(C)S(=O)(=O)n1cc(/C=C(\NC(=O)c2ccccc2)C(=O)NCCCn2ccnc2)c2ccccc21	10.4	-0.4	/	0.0	-0.2	-1.6	-2.9	-1.1	-1.0	99.6
Cc1scc2c1N(C(=O)CN1CCN(C)CC1)c1ccccc1NC2=O	/	-2.0	-2.5	-5.9	1.5	-8.8	-1.0	0.1	0.1	102.3
O=C(O)Cc1sc(-c2ccccc2)nc1-c1ccc(Cl)cc1	-4.4	-1.4	/	/	2.1	/	/	/	/	100.6
CC1O[C@@H](OCC2O[C@@H](Oc3cc(O)c4c(c3)OC(c3ccc(O)cc3)CC4=O)[C@H](O)[C@@H](O)[C@@H]2O)[C@H](O)[C@H](O)[C@H]1O (stereo partly specified)	/	0.1	-6.0	6.0	-3.8	8.4	0.4	-4.3	-0.2	93.3
CCc1cccc(CC)c1NC(=O)CN(CC(=O)O)CC(=O)O	/	5.9	-0.6	-1.6	1.4	-5.6	2.3	-1.2	1.1	89.9
CCCCCCCCCCCCCCC[C@@H](O)[C@@H](N)CO	/	1.8	-5.1	-5.8	-0.8	-1.7	-6.4	-2.0	-0.4	/
CC(C)(C)NCC(O)COc1cccc2c1CC(O)C(O)C2 (stereo unspecified)	/	0.1	-7.9	-2.3	0.1	-3.7	8.3	-1.5	0.1	93.5
CCc1ccccc1OC[C@@H](O)CN[C@H]1CCCc2ccccc21	/	1.9	-3.2	11.3	-7.1	3.2	10.0	-1.0	-0.3	96.5
Nc1c2ccccc2nc2ccccc12	37.2	-0.1&-3.7	-4.8	4.8&-0.2	-3.2	-5.5	-2.5	-5.0	-5.0	102.9&110.3
CC(=O)Oc1ccc2c(C)cc(=O)oc2c1	-0.3	-2.6	0.3	-5.7	0.9	2.8	-2.8	1.0	0.5	103.3
CC(C)NNC(=O)c1ccncc1	/	-0.5	0.4	9.9	0.2	-3.3	-12.1	0.5	0.0	113.1
CCCCCCCCCCCCCCCC(O)C(N)CO (stereo unspecified)	/	8.1	0.2	7.5	1.5	-6.0	-0.7	-0.9	-0.1	/
CCCC1(c2ccccc2)NC(=O)N(CC(=O)N(C)Cc2c(F)cccc2Cl)C1=O (stereo unspecified)	2.0	2.1	/	-8.2	0.5	2.2	-8.1	-0.4	0.3	/
Nc1ncnc2c1c(-c1ccc(Oc3ccccc3)cc1)cn2C1CCCC1	/	1.8	2.4	6.3	1.8	-5.1	11.6	-7.0	-1.2	102.3
COc1ccc(C(=O)c2ccccc2)c(O)c1	-2.0	0.1	/	8.1	-6.5	-3.0	-2.8	-1.5	0.1	110.3
CCCC(=O)O[C@]1(C(=O)COC(C)=O)CC[C@H]2[C@@H]3C[C@H](F)C4=CC(=O)C=C[C@]4(C)[C@@]3(F)[C@@H](O)C[C@@]21C	/	0.4	-5.0	0.5	-2.2	-7.6	1.5	-0.6	0.2	120.2

A portion of the library, so the mix of outcomes need not match the whole.
